High-throughput results (PubChem)
HePTP inhibitor = human HePTP phosphatase inhibition; recombinant HePTP phosphatase activity, OD absorbance; AID 521; inhibition, % at 20 µM; P35236; hit rate 0.64% among 110,000; in the data active = inhibition above about 50%;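 also: plate controls were vehicle for no effect and reference inhibitor for full effect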
Target sequence (P35236 whole entry, looked up): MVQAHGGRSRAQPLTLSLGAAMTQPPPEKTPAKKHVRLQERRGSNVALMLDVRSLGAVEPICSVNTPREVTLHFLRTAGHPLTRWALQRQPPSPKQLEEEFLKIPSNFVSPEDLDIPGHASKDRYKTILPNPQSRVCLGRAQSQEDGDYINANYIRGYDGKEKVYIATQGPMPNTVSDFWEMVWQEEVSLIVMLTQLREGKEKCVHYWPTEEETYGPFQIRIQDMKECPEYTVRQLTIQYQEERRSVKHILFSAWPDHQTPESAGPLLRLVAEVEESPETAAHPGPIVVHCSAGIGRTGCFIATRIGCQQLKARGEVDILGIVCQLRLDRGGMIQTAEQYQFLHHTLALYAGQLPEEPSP
BAP1 block = blocks human BAP1 ubiquitin-AMC hydrolysis; Q92560; recombinant BAP1, Ub-AMC hydrolysis fluorescence kinetic; stronger effect = lower value; activity remaining (% of control), % at 20 µM; hit rate 0.48% among 72,000; AID 436;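 active = activity remaining at or below 50% of control, provided the compound also passes the data quality filters; inactive = the rest, including low values that fail the filters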;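 also: 100% = DMSO wells rate and 0% = substrate alone blank rate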
Target sequence (Q92560 whole entry, looked up): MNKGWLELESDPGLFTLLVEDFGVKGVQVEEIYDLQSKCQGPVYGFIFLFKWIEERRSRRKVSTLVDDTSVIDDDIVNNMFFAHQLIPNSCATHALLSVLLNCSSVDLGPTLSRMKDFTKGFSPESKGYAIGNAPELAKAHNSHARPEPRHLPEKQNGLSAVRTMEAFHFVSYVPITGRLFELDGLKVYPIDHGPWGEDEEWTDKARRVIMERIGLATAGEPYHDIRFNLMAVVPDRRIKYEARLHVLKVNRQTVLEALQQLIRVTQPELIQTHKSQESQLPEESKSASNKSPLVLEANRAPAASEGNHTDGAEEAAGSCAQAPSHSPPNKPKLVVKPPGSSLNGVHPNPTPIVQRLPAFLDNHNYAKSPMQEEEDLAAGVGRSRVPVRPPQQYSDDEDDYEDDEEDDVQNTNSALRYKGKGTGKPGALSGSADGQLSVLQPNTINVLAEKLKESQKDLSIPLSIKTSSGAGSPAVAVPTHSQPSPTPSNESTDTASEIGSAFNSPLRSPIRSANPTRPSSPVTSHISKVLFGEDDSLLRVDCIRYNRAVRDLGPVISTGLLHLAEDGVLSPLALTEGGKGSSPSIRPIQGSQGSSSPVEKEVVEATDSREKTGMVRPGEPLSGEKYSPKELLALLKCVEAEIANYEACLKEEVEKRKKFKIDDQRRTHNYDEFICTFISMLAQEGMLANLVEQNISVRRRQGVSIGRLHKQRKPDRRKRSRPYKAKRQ
Starred values were filed as active, the others as inactive; . = no result given; & = joins results of further samples.

SMILES	HePTP inhibitor	BAP1 block
CC1(C)Cc2ccccc2-c2nc(NN)n(Cc3ccccc3)c(=O)c21	-6	.
CC(C)(C)c1ccc(S(=O)(=O)N2CCN(c3ccccc3)CC2)cc1	2	.
Cc1ccc(C2/C(=C(\O)c3ccccc3)C(=O)C(=O)N2CCCC(=O)O)cc1 (configuration not stated)	10	.
Nc1c(C(=O)NCc2cccnc2)sc(=S)n1-c1ccccc1	5&31	92
CNc1nc2c(c(=O)[nH]c(=O)n2C)n1CCOC	6	108
CCOC(=O)Cn1cc(C(=O)C2CC2)c2ccccc21	0	103
CC(C)c1nc2sc3c(SCC(=O)NCc4ccco4)ncnc3c2c2c1CCC2	9	.
CCOCCCNC(=O)CN(Cc1ccc(Cl)cc1)S(C)(=O)=O	8	152
Cc1cc2c(cc(C(=O)NCc3cccnc3)n2Cc2ccc(Cl)cc2)o1	-4	78
CCOC(=O)c1ccc(NC(=O)NS(=O)(=O)c2ccc(C)cc2)cc1	-2	96
Cc1nc2cc(NC(=O)NCc3ccc4c(c3)OCO4)ccc2o1	2	82
O=C(NCC1COCCO1)C1CCN(S(=O)(=O)c2ccccc2)CC1 (configuration not stated)	-6	94
Cc1c(-n2c(=O)c3ccccc3c3ccccc3c2=O)cccc1[N+](=O)[O-]	.	64
COc1ccc(NC(=O)C23CC4CC(CC(C4)C2)C3)cc1OC	.	65
COc1ccc(N=C(Sc2nc3ccccc3s2)c2ccc([N+](=O)[O-])cc2[N+](=O)[O-])cc1	6	.
CC1CN(c2ccc(C(F)(F)F)cc2[N+](=O)[O-])CCN1S(C)(=O)=O (configuration not stated)	8	.
O=C(CCN1C(=O)S/C(=C/c2ccc(Cl)cc2)C1=O)N1CCOCC1	-24	.
O=C(c1cnc2n(c1=O)CCS2)N1CCc2ccccc21	11	97
O=C(Nc1ccc(OC(F)(F)F)cc1)C1CCCN(S(=O)(=O)c2cccnc2)C1 (configuration not stated)	-7	93
CCOc1ccc(C(=O)COC(=O)c2ccccc2Br)cc1	2	.
Oc1cc(Cc2ccccc2)cnc1CN1CCOCC1	10	98
C=CCNC(=O)c1ccc(-c2ccc(Cl)cc2Cl)o1	-20	.
COc1cc(C2NC(=O)NC(C)=C2C(=O)OCc2ccc3c(c2)OCO3)cc(OC)c1OC (configuration not stated)	0	.
Cc1ccc(Cl)cc1NC(=O)CCn1cccc1	6	83

By substructure, the entries above containing an aryl methoxy group (3)
SMILES	HePTP inhibitor	BAP1 block
COc1ccc(NC(=O)C23CC4CC(CC(C4)C2)C3)cc1OC	.	65
COc1ccc(N=C(Sc2nc3ccccc3s2)c2ccc([N+](=O)[O-])cc2[N+](=O)[O-])cc1	6	.
COc1cc(C2NC(=O)NC(C)=C2C(=O)OCc2ccc3c(c2)OCO3)cc(OC)c1OC (configuration not stated)	0	.

Later entries:
SMILES	HePTP inhibitor	BAP1 block
CCOC(=O)c1cc2c(n(-c3ccc(C)cc3)c1=O)CC(C)(C)CC2=O	.	151
O=C1c2ccccc2NC(c2c(Cl)cccc2Cl)N1Cc1ccco1 (configuration not stated)	-1	.
O=C(/C=C/c1ccccc1)NC(=S)Nc1cccc(NC(=O)c2ccco2)c1	2	.
CC1(C)CC(NC(=O)c2ccco2)CC(C)(CNC(=O)c2ccco2)C1 (configuration not stated)	11	.
CCCS(=O)(=O)N1CCCC(C(=O)NC2CCCC(C)C2C)C1 (configuration not stated)	4	97
CCOc1cccc2cc(C(=O)Nc3ccccc3)c(=O)oc12	.	95
CC(C)(C)OC(=O)N1CCC(C(=O)N2CCC[C@H]2C(=O)O)CC1	-8	81
O=S(=O)(NCc1ccccc1Cl)c1ccc2ccccc2c1	-3	.
Cc1ccccc1N1OC2C(=O)N(c3ccccc3)C(=O)C2C1c1ccc(N(C)C)cc1 (configuration not stated)	.	58
Cc1cccc(NC(=O)CSc2nnc(-c3ccccc3Br)o2)c1C	3	97
CCOC(=O)CN1CC23C=CC(O2)C(C(=O)Nc2ccc(F)c(C)c2)C3C1=O (configuration not stated)	5	109
CC1CCN(C2=NC(=O)/C(=C/c3ccccc3)S2)CC1	-15	.
CCCCc1nc(NCCNC(=O)c2ccco2)c(C#N)c2c1CSC(C)(C)C2	4	137
Cc1ccc(NC(=O)c2cc(NC(=O)c3ccco3)ccc2N2CCCCC2)cc1	9	216
COc1cc(C2CC(=O)NC(SCc3ccccc3)=C2C#N)cc(Br)c1O (configuration not stated)	1	.
CCOC(=O)c1c(C)oc2ccc(OCC(=O)N(CC)CC)cc12	5	83
Oc1ccc(/C=N/N=C/c2ccc(O)c(O)c2)cc1O	6	.
O=C(O)C1C2CCC(O2)C1C(=O)Nc1ccc2c(c1)OCO2 (configuration not stated)	-11	.
CCCOC(=O)c1ccc(NC(=O)c2cnccn2)cc1	5	103
CCOC(=O)C1=C(O)/C(=C/c2ccc(C(C)(C)C)cc2)N=C1C	9	.
Cc1c(C(=O)NCCCC(=O)O)c(-c2ccccc2)nn1-c1ccccc1	-5	.
CCOC(=O)c1cccc(NC(=O)CSc2nc(N)cc(N)n2)c1	-6	94
O=C(O)C1CC=CCC1C(=O)Nc1cccc(F)c1 (configuration not stated)	8	95
COc1c(Cl)ccc(Cl)c1C(=O)NCCc1ccccc1	-6	.
O=C(c1cnn2c1NC(c1ccc3c(c1)OCO3)CC2C(F)(F)F)N1CCN(C(c2ccccc2)c2ccccc2)CC1 (configuration not stated)	-1	.
O=C(O)C1C2C=CC(C3CC23)C1C(=O)Nc1cccc(Br)c1 (configuration not stated)	10	.
COc1ccccc1C/C(N)=N/OC(=O)c1ccc(C)c([N+](=O)[O-])c1	-6	.
CCN(c1ccccc1)c1nc2ccsc2c(=O)s1	6	.
COc1ccc(NC(=O)COc2cccc(Cl)c2)c([N+](=O)[O-])c1	-6	.
O=C(CSc1nc2ccsc2c(=O)n1-c1ccccc1)N1CCCC1	3	97
CCC(C(=O)Nc1cc(Cl)cc(Cl)c1)c1ccccc1 (configuration not stated)	-5	.
CCN1C(=O)C(=Cc2ccc([N+](=O)[O-])o2)C(=O)N(CC)C1=S	30	.
CCOC(=O)c1c(C)nn(Cc2cccc(Cl)c2)c1N	3	101
COc1cc(N=Cc2c(O)n(-c3ccc(Cl)cc3)c(=O)[nH]c2=O)cc(OC)c1	7	.
CCN(CC)CCCC(C)Nc1ccnc2cc(Cl)ccc12 (configuration not stated)	.	90
O=C1CC(c2ccccc2)CC(O)=C1C=NC1CCCC1 (configuration not stated)	4	.

One compound at a time, as listed above. Screens in order: HePTP inhibitor, BAP1 block
Results for O=C(Nc1ccc(OC(F)(F)F)cc1)C1CCCN(S(=O)(=O)c2cccnc2)C1 (configuration not stated) → -7, 93
Results for Cc1nc2cc(NC(=O)NCc3ccc4c(c3)OCO4)ccc2o1 → 2, 82
Results for O=C(c1cnn2c1NC(c1ccc3c(c1)OCO3)CC2C(F)(F)F)N1CCN(C(c2ccccc2)c2ccccc2)CC1 (configuration not stated) → -1, .
Results for Oc1cc(Cc2ccccc2)cnc1CN1CCOCC1 → 10, 98
Results for CCOC(=O)C1=C(O)/C(=C/c2ccc(C(C)(C)C)cc2)N=C1C → 9, .

(list continues)
SMILES	HePTP inhibitor	BAP1 block
Cc1ccc(-c2nsc3c(N4CCC(C(N)=O)CC4)ncnc23)cc1	8	91
CN1C(=O)C(=Cc2ccc(-c3ccc(Cl)c(Cl)c3)o2)C(=O)N(C)C1=O	1	.
CCOC(=O)COc1c(C)cccc1C	-12	.
O=C(CCS(=O)(=O)c1ccc(Cl)cc1)N1CCN(S(=O)(=O)c2cccs2)CC1	1	99
CC(C)CC(=O)N1CCN(Cc2ccccc2C(F)(F)F)CC1	-24	.
CC1(C)CC(=O)C2=C(C1)OC(N)=C(C#N)C21CCN(Cc2ccccc2)CC1	-2	.
CCOC(=O)CC1=C(C(=O)OCC)C(c2ccc(OC)cc2OC)C(C#N)=C(N)O1 (configuration not stated)	6	94
COc1ccc(-c2nnc(-c3ccc(C)cc3)o2)cc1	-4	147
O=C(NCc1ccccc1)c1nn2c(c1Cl)NC(c1ccc(Cl)cc1)CC2C(F)(F)F (configuration not stated)	-12	.
N#Cc1ccccc1NC(=O)COC(=O)c1ccc2c(c1)OCCO2	6	86
Cc1ccc(-c2cc(C(=O)N3CCN(c4ncccn4)CC3)c3ccccc3n2)cc1	9	112
CCn1c(CSc2nccn2C)nc2cc(C(=O)O)ccc21	10	107
Cc1c(Cl)cccc1N1C(=O)C2ON(c3ccccc3)C(c3cccnc3)C2C1=O (configuration not stated)	8	172
Cc1ccc(OCC(=O)Nc2ccc(C)cc2[N+](=O)[O-])c(C)c1	-15	.
CC1=C(C)C(=O)NC(Nc2nc(C)c3cc(C)cc(C)c3n2)N1 (configuration not stated)	11	116
C(=N\n1cnnc1)/c1ccc(OC2CSC2)cc1	2&-1	96
COc1ccc(COC(=O)C2=C(C)NC3=C(C(=O)CC(C)(C)C3)C2c2coc3ccc(Cl)cc3c2=O)cc1 (configuration not stated)	.	68
Cc1ccc(S(=O)(=O)NCc2ccc(C(=O)N3CCN(c4ccccn4)CC3)cc2)cc1	-6	97
COc1ccc(-n2nc3cc(C)c(NC(=O)c4ccccc4[N+](=O)[O-])cc3n2)cc1	-20	.
O=C(NCc1cccc(C(F)(F)F)c1)C1CCN(c2ncccn2)CC1	10	100
O=C(Nc1ccc2oc(-c3ccncc3)nc2c1)c1c(F)c(F)c(F)c(F)c1F	-2	.
COc1ccccc1CC(=O)N(CCC#N)CCC#N	10	81
Cc1ccc(NC(=O)CSC2=C(C#N)C(c3ccc4c(c3)OCO4)C3=C(CCCC3=O)N2)c(C)c1 (configuration not stated)	-7	62
CCOC(=O)CNc1ncnc2nc[nH]c12	2	102
CCOC(=O)c1ccc(NS(=O)(=O)N2CCCCCC2)cc1	2	85
O=S(=O)(NCc1cccnc1)c1cc(Cl)ccc1Cl	-28	104
COc1ccc(C(=O)Nc2nccs2)cc1OC	-2	76
CC(C)(C)c1ccc(/C=C/C(=O)Nc2ccccc2C(N)=O)cc1	-1	.
Cc1ccc(N(CC(=O)Nc2ccc3c(c2)OCCO3)S(=O)(=O)c2c(C)noc2C)cc1	10	98
O=C(CSCC(=O)Nc1ccc(F)c([N+](=O)[O-])c1)Nc1ccccc1	-17	.
CCOC(=O)c1nnn(-c2nonc2N)c1-c1cccc2ccccc12	10	97
CCCC(=O)c1ccc(N2CCN(S(=O)(=O)c3ccccc3)CC2)c(F)c1	1	69
N/C(=N\OC(=O)c1ccc(Cl)cc1)c1ccc(Br)cc1	-8	.
O=C(c1ccccc1)c1ccc(C(=O)N2CCOCC2)cc1	5&-2	96
Cc1ccc([N+](=O)[O-])cc1NC(=O)C1CC1(c1ccccc1)c1ccccc1 (configuration not stated)	3	.
CCCCOc1ccc(NC(=O)c2ccncc2)cc1	6	.

A different layout for two compounds above.
HePTP inhibitor | BAP1 block | structure
3 | . | Cc1ccc([N+](=O)[O-])cc1NC(=O)C1CC1(c1ccccc1)c1ccccc1 (configuration not stated)
6 | . | CCCCOc1ccc(NC(=O)c2ccncc2)cc1

The list continues.
SMILES	HePTP inhibitor	BAP1 block
CCN(CC)c1ccc2cc(-c3nnc(Nc4ccccc4)s3)c(=O)oc2c1	.	190
Nc1cc(N)nc(SCCOc2ccccc2)n1	5	100
CCC(OC(=O)c1cc2sccc2n1C)C(=O)NCC1CCCO1 (configuration not stated)	3	87
CN(C)CC/C=C1\c2ccccc2COc2ccccc21	.	92
O=C(CSc1nc2ccccc2c(=O)n1-c1ccccc1)Nc1ccc(Cl)cc1	.	140
COCc1cc(C)nc(SCC(=O)Nc2ccccc2C)c1C#N	1	98
O=C(NNC(=O)c1ccc(Cl)c([N+](=O)[O-])c1)c1ccccc1	3	.
O=C(CC(c1ccccc1)c1cc(C(=O)N2CCOCC2)ccc1O)N1CCOCC1 (configuration not stated)	-12	.
Cc1ccccc1NC(=O)c1c(-c2cnc3ccccc3c2C(=O)Nc2ccccc2C)cnc2ccccc12	2	.
Cc1cc2nc(SCC(=O)O)nc(C)c2cc1C	-6	153
COc1ccc(NC(=O)Cn2cccc2)c(OC)c1	4	64
O=C(CN1CCCC1=O)NC1C2CC3CC(C2)CC1C3 (configuration not stated)	8	.
COc1ccc(-c2c(C)nn3c(-c4cccs4)cc(C(F)(F)F)nc23)cc1	-15	.
Cn1c(=O)[nH]c(=O)c2c1nc(CN1CCN(Cc3ccccc3)CC1)n2CC(N)=O	0	95
Cc1cccc(Cn2c(NCCO)nc3c2c(=O)n(C)c(=O)n3C)c1	5	104
CCOC(=O)Cn1nnc(-c2ccc(SC)cc2)n1	2	85
Cc1cc(C)c(OCCCCn2ccnc2)c(C)c1	5	.
COc1ccc(-c2nc(-c3ccc(NC(C)=O)cc3)[nH]c2-c2ccc(OC)cc2)cc1	2	.
COc1cccc(-c2nn3c(-c4ccccn4)nnc3s2)c1	6	106
Cc1ccn2cc(C(=O)Nc3ccccc3N3CCOCC3)nc2c1	-8	59
COCCn1c(SCC(=O)NC(=O)NCc2ccccc2)nc2ccccc21	5	119
COc1cc(C=C2C(=O)NC(=S)NC2=O)ccc1OCc1ccc(Cl)cc1	-11	.
O=C1CC(CC(=O)N/N=C/c2ccccc2[N+](=O)[O-])=NN1	2	.
CCCOC(=O)C1[C@H]2C(=O)N(C(C)c3ccc(OC)cc3)C[C@]23C=C[C@H]1O3 (some centres not stated)	-14	86
CCSCCC(NC1=CC(=O)CC(C)(C)C1)C(=O)O (configuration not stated)	10	107
COc1ccc(Cl)cc1N(CC(=O)Nc1ccccc1SC)S(C)(=O)=O	9	134
O=C(NCCOc1ccccc1)C(O)(c1ccc(F)cc1)c1ccc(F)cc1	8	.
CC(C)c1ccc(-c2nc(N3CCCC3)nc3n[nH]c(N)c23)cc1	1	.
O=C(CSCC(=O)N1CCCCC1)Nc1nc(-c2cccs2)cs1	4	89

Quoted from the listing.
HePTP inhibitor with O=C(NCCOc1ccccc1)C(O)(c1ccc(F)cc1)c1ccc(F)cc1 = 8
HePTP inhibitor with CCSCCC(NC1=CC(=O)CC(C)(C)C1)C(=O)O (configuration not stated) = 10
HePTP inhibitor with COc1ccc(Cl)cc1N(CC(=O)Nc1ccccc1SC)S(C)(=O)=O = 9
BAP1 block with O=C(CSCC(=O)N1CCCCC1)Nc1nc(-c2cccs2)cs1 = 89

This is a random part of the collection, and some 0.91% of all compounds hit somewhere here.
